Screens deposited in PubChem by National Center for Advancing Translational Sciences (NCATS).
EPAC2 agonist = agonists of human EPAC2 (RAPGEF4) | Q8WZA2 | EPAC2 activation, biochemical qHTS; response scale: 100% = 6.5 mM cAMP response | Potency, µM (titrated, usually from 154 µM), for inactives: at the highest dose activation, usual class: activators | 360,000 tested, 0.079% active | AID 720711; further: potency means the concentration at half of the fitted maximal effect; nearly all actives have a fitted effect of over 50% in size
Target sequence (Q8WZA2 whole entry, looked up): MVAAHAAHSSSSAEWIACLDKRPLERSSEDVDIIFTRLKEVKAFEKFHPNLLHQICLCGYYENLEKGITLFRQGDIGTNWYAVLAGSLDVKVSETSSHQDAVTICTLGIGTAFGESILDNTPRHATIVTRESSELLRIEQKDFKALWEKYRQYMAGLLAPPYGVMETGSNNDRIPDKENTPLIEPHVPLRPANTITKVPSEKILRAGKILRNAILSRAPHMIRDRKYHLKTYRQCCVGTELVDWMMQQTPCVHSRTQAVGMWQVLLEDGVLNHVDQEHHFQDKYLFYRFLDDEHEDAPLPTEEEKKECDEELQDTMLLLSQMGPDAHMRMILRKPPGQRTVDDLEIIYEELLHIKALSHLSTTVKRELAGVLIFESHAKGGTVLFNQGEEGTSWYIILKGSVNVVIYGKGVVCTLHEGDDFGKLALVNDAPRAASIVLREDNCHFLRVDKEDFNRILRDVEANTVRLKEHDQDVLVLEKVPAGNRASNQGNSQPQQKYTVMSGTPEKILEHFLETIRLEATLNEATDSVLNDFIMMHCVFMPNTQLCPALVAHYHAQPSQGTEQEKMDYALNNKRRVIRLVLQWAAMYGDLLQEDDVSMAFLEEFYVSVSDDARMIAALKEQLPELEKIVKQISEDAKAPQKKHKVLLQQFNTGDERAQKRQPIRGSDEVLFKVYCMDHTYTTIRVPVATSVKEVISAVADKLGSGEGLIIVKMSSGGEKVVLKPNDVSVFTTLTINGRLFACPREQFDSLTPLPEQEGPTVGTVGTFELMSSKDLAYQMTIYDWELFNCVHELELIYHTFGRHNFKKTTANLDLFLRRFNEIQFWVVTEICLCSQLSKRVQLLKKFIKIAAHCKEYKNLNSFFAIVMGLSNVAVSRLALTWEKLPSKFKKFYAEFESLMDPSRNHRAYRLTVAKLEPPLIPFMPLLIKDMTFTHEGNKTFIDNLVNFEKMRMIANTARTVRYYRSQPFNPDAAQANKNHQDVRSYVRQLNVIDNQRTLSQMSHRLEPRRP
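Compounds were added across a concentration range to EPAC2 (100 nM), RAP1B-BODIPY-GDP (250 nM) and GDP (50 uM). After 5 min at room temperature, fluorescence was recorded at 5-min intervals for 30 min.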
HepG2 tox = kills HepG2 cells in TGF-b inhibitor counter-screen; 410,000 tested, 0.76% active; HepG2 CAGA-GFP viability, ATP luminescence, 18 h; AID 588856; Potency, µM (top dose mostly 46.1 µM), inactives show at the top dose activity change, negative = cytotoxicity, most hits filed as cytotoxic; further: potency means the concentration at half of the fitted maximal effect; some results filed as inactive show a strong effect at the top dose
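CellTiter-Glo luminescence gave cytotoxicity after 18 hours at 37 degrees C. The cells were HepG2 CAGA-GFP in 1% FBS DMEM, stimulated with 500 pg/mL TGF-beta after compound addition. %Activity was normalised to no-cell wells (complete cell-killing) and DMSO (no toxicity), and curves were fitted and classified.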
Nrf2 activator = Nrf2 pathway activation | AREc32 ARE-luciferase reporter (MCF7-derived line), luminescence, 24 h | Potency, µM (top dose mostly 46.1 µM), for the others: at the highest dose activation, most hits filed as activators | 410,000 tested, 0.31% active | AID 624171; further: potency means the concentration at half of the fitted maximal effect; % of control where 0% means no effect; nearly all actives have a fitted effect of over 65% in size
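Each well held 1000 AREc32 cells, which were incubated with compound for 24 hr at 37 deg C after overnight attachment, and ARE reporter activity was quantified by firefly luciferase luminescence.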
IL-2 act = activators of IL-2 | IL-2 activation reporter assay, cell-based qHTS; stimulated with anti-CD3/CD4/CD28 beads; in transgenic mouse T cells | activation, % (series mostly up to about 46 µM) | 360,000 tested, 0.065% active; in the data active means activation above about 50%; inconclusive means mostly about 30% to 49%; further: 0% is about no effect
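EGFP and DsRed fluorescence is measured by plate cytometry in unstimulated transgenic mouse T cells exposed to compound for 60 minutes, then stimulated 18 hours at 37 degrees C with anti-CD3/anti-CD4 beads plus anti-CD28.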
ATXN2 expr inh = reduces ATXN2 reporter expression in HEK-293 cells; HEK-293 ATXN2-luciferase reporter, luminescence, 24 h; Potency, µM (series often up to 57 µM), for inactives: top-dose activity change, negative = inhibition, actives largely listed as inhibitors; 360,000 tested, 0.72% active; further: potency means the concentration at half of the fitted maximal effect; on the % scale 0 is the no-effect control and ±100 the full control effect; nearly all actives have a fitted effect of over 55% in size
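ATXN2-luciferase reporter cells (luciferase flanked by upstream and downstream ATXN2 gene portions) were treated 24 h at 37 °C with compounds at up to 57 uM. SteadyGlo luminescence gave expression; GF-AFC fluorescence gave viability.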
Nrf2 inh = inhibitors of Nrf2 signaling; A549 ARE-Fluc reporter, luciferase luminescence, 18-24 h; Potency, µM (highest dose often 46 µM), for the others: at the top dose activity change, negative = inhibition, most hits filed as inhibitors; 360,000 tested, 2.1% active; AID 504444; further: potency means the concentration at half of the fitted maximal effect; on the % scale 0 is the no-effect control and ±100 the full control effect; nearly all actives have a fitted effect of over 60% in size
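Quantitative HTS in A549 cells stably bearing an antioxidant response element-firefly luciferase construct. Inhibition of Nrf2-driven transcription was scored by luminescence after 18-24 h of compound exposure at 37 °C.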
A549 tox = A549 cytotoxicity, counter-screen for Nrf2 inhibitors; A549 ARE-Fluc cells, CellTiter-Fluor viability, 18-24 h; Potency, µM (doses to about 46 µM), without a hit: at the highest dose activity change, negative = cytotoxicity, hits mostly inhibitors; 390,000 tested, 0.16% active; AID 504648; further: potency means the concentration at half of the fitted maximal effect; on the % scale 0 is the no-effect control and ±100 the full control effect
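A549 ARE-Fluc cells in 5% FBS OPTI-MEM, 5000 cells/well, rested 2 h then exposed to compounds in concentration-response for 18-24 h at 37 °C. Viability by CellTiter-Fluor fluorescence (Ex 405/Em 525) after 30 min; luciferase luminescence (BugLite, 15 min, RT) read afterwards.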
ATXN viability = cell viability loss in ATXN counter-screen; S2 cells (HEK-293 line with an ATXN2-luciferase reporter) viability, CellTiter-Fluor protease fluorescence, 24 h; Potency, µM (highest dose often 56.7 µM), most hits filed as cytotoxic; 400,000 tested, 0.49% active; further: potency means the concentration at half of the fitted maximal effect; nearly all actives have a fitted effect of over 40% in size
TGFb SMAD3 inh = blocks TGF-b signaling; HepG2 CAGA-GFP TGF-b/SMAD3 reporter, GFP fluorescence, 18 h; TGF-beta stimulated, 500 pg/mL final; Potency, µM (highest dose often 46.1 µM), without a hit: at the top dose activity, negative = inhibition, most hits filed as inhibitors; 410,000 tested, 1.2% active; AID 588855; further: potency means the concentration at half of the fitted maximal effect; on the % scale 0 is the no-effect control and ±100 the full control effect; nearly all actives have a fitted effect of over 65% in size
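Smad-responsive CAGA-GFP expression was quantified in HEPG2 cells exposed to compounds and 500 pg/mL final TGF-beta for 18 h at 37 degrees C; unstimulated wells defined full inhibition.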
An asterisk follows results filed as active; i = inactive; ? = inconclusive; . = no result given; [ ] = dose if it differs, or a comment. Unless noted, the call rests on the fitted dose curve; in most records, active means well fitted curve in the direction sought with a large enough effect; inconclusive means small, poorly fitted or top-dose-only effect, or another doubt; inactive means no such curve, though single readings can be large; an effect the other way counts as inactive or inconclusive.

SMILES,EPAC2 agonist,HepG2 tox,Nrf2 activator,IL-2 act,ATXN2 expr inh,Nrf2 inh,A549 tox,ATXN viability,TGFb SMAD3 inh
Cn1c(=O)c2c(nc(NCCCN3CCOCC3)n2Cc2ccc(Cl)cc2)n(C)c1=O,-1%,-24%,0.0%,-2.4,3%,1%,-6%,i,-2%
Cc1cc2c(c(=O)o1)C(CCC1CCCCC1)C(C#N)=C(N)O2 (stereo not drawn),3%,19%,6.8%,-2.6,-26%,-5%,-6%,i,15%
CN(Cc1ccccc1)C(=O)c1[nH]cnc1C(=O)Nc1ccon1,0%,0%,4.3%,-0.2,8%,8%,2%,i,13%
CC(=O)Nc1sc2c(c1C(c1ccccn1)N1CCCC1)CCCC2 (stereo not drawn),1%,13%,7.0%,-0.2,-11%,?,-6%,i,-4%
CC(/C=N/NC(=O)c1nn(C)c(C)c1Br)=C\c1ccccc1,2%,-3%,-0.1%,0.1,73%[activator],18%,12%,i,-6%
Cc1ccc(-c2nc3n(n2)C(=O)CC(c2ccc(Cl)cc2)S3)cc1 (stereo not drawn),.,-7%,0.3%,.,-9%,4%,-1%,i,?
CN1CCN(C(=O)Nc2cccc3ccccc23)CC1,10%,-12%,3.5%,-3.0,-16%,3%,-15%,i,-1%
Cc1ccc(NS(=O)(=O)c2cccc3cccnc23)c(Br)c1,9%,-2%,-0.5%,1.0,3%,?,-1%,i,20%
COCCn1c(SCc2csc(-c3ccccc3)n2)nc2ccccc21,17%,-44%,1.2%,-4.1,-17%,21µM*,-22%,i,-13%
O=C(Nc1nc(-c2ccccn2)cs1)c1ccc(Cl)s1,7%,-15%,5.2%,-2.0,?,2.6µM*,?,i,?
O=C(NN=Cc1ccc(F)cc1)C1CC1,1%,-10%,0.2%,0.8,0%,-5%,1%,i,15%
Cc1cccnc1NC(=O)/C=C/c1ccc2c(c1)OCO2,6%,-22%,0.4%,0.6,17%,18%,3%,i,-19%
Cc1nn(-c2ccccc2)c(Cl)c1C(=O)OCC(=O)NCCc1ccccc1,2%,-11%,1.2%,-0.6,2%,-13%,8%,i,-13%
Cc1ccccc1NC(=O)c1ccc(F)c(S(=O)(=O)NCC2CCCO2)c1 (stereo not drawn),5%,6%,-0.1%,-1.8,-10%,-27%,0%,i,-3%
COc1ccc(C)cc1S(=O)(=O)N1CCC(C(=O)NC2CCCC2)CC1,12%,-47%,2.1%,-1.3,-13%,-23%,2%,i,-24%
Cc1cccc(N2CCN(C(=O)c3cnn(-c4cccc(Cl)c4C)c3C3CCNCC3)CC2)c1C,.,-94%,13%,.,.,?,-14%,.,18µM*
CCOc1ccc(CNC(=O)CCS(=O)(=O)Cc2ccccc2C)cc1OC,-2%,0%,-0.2%,-0.8,.,26%,18%,i,-16%
CC12CCC(C(=O)NNC(=O)c3ccccc3)(OC1=O)C2(C)C (stereo not drawn),1%,0%,-1.1%,0.4,7%,5%,1%,i,0%
CN(C(=O)Cc1c(C(=O)O)n(C)c2ccccc12)c1cccc(C(F)(F)F)c1,3%,-19%,-0.9%,-2.8,-7%,0%,0%,i,-12%
CN1CCC(=NNC(=O)C(=O)Nc2ccc(F)cc2)CC1,-2%,-6%,-0.6%,3.6,21%,?,6%,?,8%
Cc1noc(C)c1NC(=O)Nc1ccc2c(c1)C(=O)N([C@H](C)CO)C[C@H](C)[C@@H](CN(C)S(=O)(=O)c1cn(C)cn1)O2,-3%,-3%,0.3%,-0.1,6%,8%,-2%,i,30%
Cc1c2cnn(CC(=O)N3CCN(c4ccc(F)cc4)CC3)c(=O)c2c(C)n1Cc1ccccc1F,.,-21%,2.5%,.,.,-20%,2%,.,?
COc1ccccc1CNC(=O)COC(=O)c1c[nH]c2ccccc12,5%,6%,4.3%,0.4,3%,-27%,-1%,i,1%
CCC(CC)C(=O)Nc1cc(C(=O)NCCc2ccccc2)ccc1Cl,9%,7%,0.4%,4.5,35%,?,11%,i,3%
CCC(C)c1ccc(OCC(=O)Nc2cccc(-c3nc4ncccc4o3)c2)cc1 (stereo not drawn),.,-24%,-2.0%,.,?,?,-7%,?,?
Cc1ccc(NC(=S)NNC(=O)CSc2nc3ccccc3c(=O)n2-c2ccc(C)cc2)cc1,13%,1%,3.6%,-1.5,6%,-27%,-11%,i,-13%
Cc1ccc2nc(-c3ccccc3)cn2c1,8%,-61%,-2.3%,3.2,5µM*,6.5µM*,-1%,i,-6%
CCOc1ccc(NCc2nnc(SCC(=O)Nc3cc(C)on3)n2-c2ccc(OC)cc2)cc1,-8%,-5%,-0.4%,-0.1,0%,?,-3%,i,34%[activator]
COc1ccc(Cn2c(-c3ccc(Cl)cc3)c[n+]3ccccc23)cc1,5%,-21%,?,-3.6,1%,?,-22%,i,-12%
O=c1oc2c(CN3CCCCC3)c(O)ccc2cc1-c1nc2ccccc2[nH]1,30%,3%,0.1%,1.4,14%,1%,?,.,29%
COC(=O)c1ccc(NC(=O)c2ccc(C)cc2)o1,8%,-10%,6.6%,0.2,7%,20%,-1%,i,-3%
CCN(CC(=O)NC1CCS(=O)(=O)C1)S(=O)(=O)c1ccc(C)cc1C (stereo not drawn),1%,3%,0.4%[9.22 µM],0.0,-5%,5%,3%,?,-4%
Cc1c(NC(=S)NC(=O)c2ccco2)c(=O)n(-c2ccccc2)n1C,-1%,1%,-0.4%,1.0,-2%,-1%,0%,i,-1%
O=C(Nc1ccc(F)cc1F)c1ccc2c(O)c(S(=O)(=O)c3ccc(Cl)cc3)c(=O)[nH]c2c1,.,7%,-0.1%,.,-4%,8%,4%,i,26%
COc1ccc(NC(=O)CCCC(=O)NCCc2ccc(OC)c(OC)c2)cc1,14%,-37%,-0.1%,-0.5,-2%,2%,10%,i,-3%
Cc1ccccc1N(CC(=O)N/N=C/c1ccc(F)cc1)C(=O)c1ccccc1,3%,-21%,0.1%,-2.2,78%[activator],-1%,-7%,i,-12%
O=C(CNC(=O)c1cccc(Cl)c1)N/N=C/c1cccnc1,3%,-16%,0.4%,-0.7,.,7%,-3%,i,-9%
CCCNC(=O)CS(=O)(=O)Cc1nc(-c2cccc(OC)c2)oc1C,3%,-5%,0.3%,1.9,2%,2%,8%,i,1%
O=C(CSc1nnc2ccc(-c3cccnc3)nn12)Nc1ccc(F)cc1F,7%,4%,0.9%,-3.5,16%,-24%,3%,i,6%
CC(C)(C)c1ccc(/C=C/C(=O)N2CCN(c3ncccn3)CC2)cc1,-10%,-1%,-0.3%,-0.5,7%,2%,-6%,i,-7%
Cn1c(-c2ccccc2)c[n+]2c1-c1ccccc1C2,11%,-7%,0.1%,2.0,.,?,7%,i,-6%
COc1ccc(S(=O)(=O)NCC(c2ccc(C)cc2)N2CCN(C)CC2)cc1 (stereo not drawn),-2%,-16%,-0.6%,-0.6,-13%,-1%,9%,i,8%
O=[N+]([O-])c1cc([N+](=O)[O-])c2nonc2c1Nc1ccc(O)cc1,3%,-17%,16%,0.4,.,?,10%,?,-10%
O=C(Nc1cccnc1)Nc1ccccc1Cl,-1%,-24%,0.8%,-1.5,24%,-3%,-1%,?,-3%
COc1ccc(/C=N\NC(=O)c2ccccc2)cc1COc1ccccc1,6%,0%,2.2%,-0.5,4%,?,-10%,i,4%
CCOc1ccccc1NC(=O)CSC1=NN2CCCC(=O)N=C2S1,3%,-3%,2.6%,1.4,1%,?,?,i,11%
CCC(=O)N/N=C(\C)CC(=O)Nc1ccccc1-c1ccccc1,3%,0%,2.8%,-1.2,-10%,3%,1%,i,-14%
O=S(=O)(c1cccc(NC(=S)Nc2ccc(Br)cc2Cl)c1)N1CCOCC1,9%,17%,1.7%,-0.4,0%,16%,-2%,i,-24%
O=C(CSc1nc2ccccc2c(=O)n1-c1ccccc1)N1CCc2ccccc21,-2%,21%,0.0%,-3.3,-15%,-2%,-6%,?,14%
COc1cc(OC)cc(N(C(=O)C2COc3ccccc3O2)C(C(=O)NC2CCCCC2)c2ccc(O)cc2)c1 (stereo not drawn),4%,0%,7.8%,-1.6,-11%,?,-20%,i,-1%

(further entries)
SMILES,EPAC2 agonist,HepG2 tox,Nrf2 activator,IL-2 act,ATXN2 expr inh,Nrf2 inh,A549 tox,ATXN viability,TGFb SMAD3 inh
Cc1c(Cc2ccc3c(c2)OCO3)sc(NC(=O)C(C)(C)C)c1C#N,0%,-18%,0.2%,-4.6,-3%,-32%,7%,i,-8%
CCCCN(CC)C(=O)c1n[nH]c(=O)c2ccccc12,1%,3%,-0.1%,2.7,-2%,-5%,29%,i,20%
Cc1ccc(NC(=O)c2cccnc2)cc1C,5%,-14%,-0.5%[9.22 µM],-2.3,17%,6%,-2%,i,-2%
CCC(=O)N1c2ccccc2CC1C(=O)NCCc1ccccc1 (stereo not drawn),.,6%,0.5%,.,-5%,.,-16%,i,2%
CN(c1ccc(Cl)cc1)S(=O)(=O)c1nnc(NC(=O)C(C)(C)C)s1,0%,-17%,-0.2%,0.6,-7%,6%,-1%,i,-18%
COc1cc(OC)c(OC)cc1/C=C1\Oc2cc(OCC(=O)N3Cc4ccccc4C[C@H]3C(=O)O)ccc2C1=O,17%,-15%,-1.4%,6.6,0%,-9%,-3%,.,5%

An unsorted share of the library (roughly 4.3% active in at least one column).
